Screening data: PubChem, The Scripps Research Institute Molecular Screening Center
M1 ag parental: counter-screen for M1 agonists: effect in parental CHO-K1 cells. Fluo-8 calcium fluorescence; scaled to maximal ATP response, vehicle zero. activation, % at 3 µM. actives 0.48% (n = 360,000); in the data active means activation above about 15%;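 further: untransfected CHO-K1 host cells lacking M1 receptor as counterscreen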
TAAR1 antag: antagonists of human TAAR1. Q96RJ0. AID 624466. CHO RD-HGA16 TAAR1, Fluo-8 calcium fluorescence, antagonist. actives 1.5% (n = 360,000). inhibition, % at 3 µM;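 active means inhibition above a per-plate cutoff, the mean inhibition of test compounds on that plate plus 3 SD, cut at about 49% in these data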;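 further: 0% = DMSO plus EC80 beta-PEA response and 100% = DMSO alone without agonist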
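Assay system: RD-HGA16 CHO cells with stable hTAAR1 and Gα16 / Reagent: EC80 β-phenethylamine stimulus / Doses: 3 µM, single point / Timing: dye loading 75 min at 37 °C, then 30 min room temperature / Measured by: Fluo-8 intracellular calcium dye fluorescence, real-time kinetic reads / Controls: vehicle wells and EC80 agonist wells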
CHO-K1 Ca PAM: nonselective activator or artifact in parental CHO-K1 calcium assay; actives 0.02% (n = 360,000); AID 602247; ATP EC20, Fluo-8 calcium fluorescence; 0% at ATP EC20, 100% at ATP max; activation, % at 3 µM;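 active means activation above the run cutoff, the mean activation of all test compounds plus 3 SD, cut at about 40% in these data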;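 further: peak over basal fluorescence ratio in a 140 s read after ATP addition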
V1aR counter: activates human V1a receptor in oxytocin agonist counter-screen; activation, % at 3 µM; CHO-V1R cells, Fluo-8 calcium fluorescence, agonist mode; 0% DMSO, 100% 3 nM vasopressin; actives 0.25% (n = 320,000); P37288;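 active means activation above the mean activation of all tested compounds plus 3 SD, per screening run, cut at about 20% in these data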;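 further: signal is peak over basal fluorescence ratio across a 100 second FLIPR read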
TAAR1 agonist: human TAAR1 agonism; Q96RJ0; CHO RD-HGA16 TAAR1, Fluo-8 calcium fluorescence; vehicle wells 0%, saturating PEA agonist 100%; activation, % at 3 µM; actives 0.99% (n = 360,000); AID 624467;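 active means activation above the mean activation of all test compounds in the run plus 3 SD, cut at about 38% in these data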
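Test system: RD-HGA16 (CHO) cells co-expressing Gα16 and hTAAR1 / Benchmarks: DMSO vehicle as 0%, PEA at EC100 as 100% / Repeats: no replicates (n 1) / Measure: % activation from peak over basal fluorescence ratio, DMSO-to-PEA scaled / Timing: 17-24 h plating, Fluo-8 75 min 37 °C, 30 min RT / Technique: kinetic Fluo-8 calcium fluorescence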
CHO parental Ca: counter-screen: ATP calcium response change in parental CHO cells; parental CHO-K1, ATP-induced calcium, Fluo-8 fluorescence; inhibition, % at 5.6 µM; actives 0.63% (n = 330,000);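 active means inhibition above that plate's mean sample inhibition plus 3 SD, cut at about 26% in these data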;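 further: 0% = ATP-challenged DMSO wells and 100% = DMSO wells without ATP; some compounds past the cut are filed as inactive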
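Test system: untransfected parental CHO cell line. Compound: one dose, 5.6 µM nominal. Detection: intracellular calcium via Fluo-8 no-wash fluorescent dye. Measure: % inhibition. Benchmarks: ATP-challenged DMSO wells low, unchallenged DMSO wells high.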
M1 ag: activates human CHRM1 receptor; P11229; CHO-K1 hM1, Fluo-8 calcium fluorescence, agonist mode; 0% DMSO, 100% acetylcholine EC100; activation, % at 3 µM; actives 0.33% (n = 360,000);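 active means activation above the run's mean compound activation plus 3 SD, cut at about 16% in these data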;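 further: peak over basal fluorescence ratio within a 140 s kinetic read after compound addition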
Target sequence (P11229 whole entry, looked up): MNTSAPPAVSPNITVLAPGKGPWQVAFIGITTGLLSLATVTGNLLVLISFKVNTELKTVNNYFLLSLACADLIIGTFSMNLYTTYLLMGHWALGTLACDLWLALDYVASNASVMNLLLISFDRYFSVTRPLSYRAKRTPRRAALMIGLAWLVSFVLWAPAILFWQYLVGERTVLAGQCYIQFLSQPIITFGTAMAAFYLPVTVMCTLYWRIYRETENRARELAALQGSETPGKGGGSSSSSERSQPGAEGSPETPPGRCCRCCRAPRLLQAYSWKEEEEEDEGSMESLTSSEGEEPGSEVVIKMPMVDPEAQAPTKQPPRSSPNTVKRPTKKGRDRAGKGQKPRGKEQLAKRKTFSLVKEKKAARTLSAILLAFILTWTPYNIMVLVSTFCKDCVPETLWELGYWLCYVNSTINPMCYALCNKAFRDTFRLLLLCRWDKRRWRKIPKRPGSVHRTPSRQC
OXTR potentiator: potentiates the human oxytocin receptor response; CHO-OTR cells, Fluo-8 calcium fluorescence, potentiator mode; 0% = oxytocin EC15, 100% = EC100; activation, % at 3 µM; actives 0.061% (n = 320,000); AID 2445;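 active means activation above that plate's cutoff, the mean activation of tested compounds plus 3 SD, cut at about 6.6% in these data, passing the limit was not always enough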;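 further: 100% uses oxytocin at 75 nM as the full agonist control; some results filed as inactive read as strong as hits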
Target sequence (P30559 whole entry, looked up): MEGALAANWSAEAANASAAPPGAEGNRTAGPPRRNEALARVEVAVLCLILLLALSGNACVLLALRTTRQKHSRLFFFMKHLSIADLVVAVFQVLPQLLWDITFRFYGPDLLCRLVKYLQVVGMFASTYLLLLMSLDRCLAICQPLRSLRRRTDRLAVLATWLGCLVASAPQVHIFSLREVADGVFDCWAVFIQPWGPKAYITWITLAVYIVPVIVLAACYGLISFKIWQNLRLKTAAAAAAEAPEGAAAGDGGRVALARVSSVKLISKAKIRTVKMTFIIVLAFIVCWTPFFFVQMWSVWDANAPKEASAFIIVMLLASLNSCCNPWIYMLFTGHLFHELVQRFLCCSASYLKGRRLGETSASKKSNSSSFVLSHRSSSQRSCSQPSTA
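Material: human OTR in CHO cells. Compound: 3.0 µM, one dose. Timing: compound 6 min at room temperature before oxytocin, 100 s read. Evaluation: % activation of max/min ratio relative to oxytocin controls. Replication: single well per compound, singlicate. Signal: Fluo-8 calcium dye fluorescence.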
CHO-K1 Ca antag: counter-screen for M1 antagonists: effect in parental CHO-K1 cells; ATP-induced calcium, Fluo-8 fluorescence; inhibition, % at 3 µM; actives 0.6% (n = 360,000); AID 602250;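 active means inhibition above a per-plate cutoff, the plate's mean sample inhibition plus 3 SD, cut at about 24% in these data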;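 further: 0% = DMSO plus EC80 ATP and 100% = DMSO alone without ATP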
Numbers without * were called inactive; . = no result given. Random draw from the library (roughly 3.3% active in at least one column).

SMILES	M1 ag parental	TAAR1 antag	CHO-K1 Ca PAM	V1aR counter	TAAR1 agonist	CHO parental Ca	M1 ag	OXTR potentiator	CHO-K1 Ca antag
Cc1ccc(OCC(=O)Nc2nc(C)c(Cl)cc2Cl)c([N+](=O)[O-])n1	0.6	-5	5	0.7	9	-8	1	-5	-14
CCN(CC(=O)Nc1ccccc1OC)C(=O)c1ccc(N(C)S(=O)(=O)c2ccc(C)cc2)cc1	7.7	42	-15	4.4	11	-11	-2	-18	1
Cc1ccc(NC(=O)c2cccc(S(=O)(=O)NCc3ccccc3)c2)nc1	0.7	-2	-1	0.5	6	12	1	-9	6
c1ccc2ncccc2c1	0.0	.	8	1.2	.	7	0	-4	6
CCCCOc1cccc(C(=O)NNC(=S)NC2CCCCC2)c1	1.6	10	3	1.6	1	2	-2	-7	-7
CCN(CC)C(=O)c1cccc(-c2csc(C(C)(NC(C)=O)c3ccc(OC)cc3)n2)c1 (configuration not stated)	0.7	-9	11	.	0	.	-1	.	-17
N#CC1=C(N)Oc2cc(O)ccc2C1c1cccs1 (configuration not stated)	1.3	-4	19	2.3	10	-9	-2	-17	-10
CCCCC(CC)C(=O)Nc1ccc(Nc2ccccc2)cc1 (configuration not stated)	0.6	15	-3	0.9	2	-6	-2	-10	2
Fc1ccc(C2CCCN2Cc2nc(Cc3ccccc3)no2)cc1 (configuration not stated)	-0.2	-26	2	-1.1	4	-21	-5	-2	-6
Cc1ccc(NC(=O)NC(=O)CSc2n[nH]c(N)n2)c(C)c1	0.5	23	11	0.2	3	3	-4	-8	-10
CN(C)/C=N/c1nc(Sc2ccc(C(F)(F)F)cc2[N+](=O)[O-])n[nH]1	1.2	-7	21	-0.1	12	-21	-7	2	-13
COC(=O)c1cccnc1-n1c(=O)c2cccnc2n(Cc2cccc(OC)c2)c1=O	-0.4	-30	21	-1.5	0	-12	7	2	2
Cc1cc(C)n(C(=O)CNC(=O)c2ccccc2Br)n1	0.3	-4	-25	0.2	0	-11	-2	-8	4
CCCN1CCC(NC(=O)Cc2ccc(C)cc2)CC1	-0.1	6	24	1.6	-1	-7	-4	0	-19
O=C(CNS(=O)(=O)c1ccccc1)OCC(=O)c1ccc(OC(=O)c2ccccc2)cc1	11	42	-4	13	13	-5	-1	-12	9
C=CCn1c(=O)/c(=C/c2ccc(F)cc2)s/c1=C(\C#N)c1nnc2n1CCCCC2	2.5	14	18	-0.9	6	-23	-7	-7	-29
O=C(CNc1ccc(Br)cc1)Nc1ccc(S(=O)(=O)N2CCCCC2)cc1	3.2	15	8	.	23	.	-1	.	-4
COc1cccc(N2CCN(C3OC(=O)c4ccccc43)CC2)c1 (configuration not stated)	0.2	-10	4	-0.7	4	-10	-3	-15	-6
COc1cccc(-n2c([S-])c(C(=O)Nc3ccc(S(=O)(=O)N4CCOCC4)cc3)[n+]3cc(C(N)=O)ccc23)c1	0.4	-17	9	0.1	2	-2	-4	-4	-14
NC(=O)c1cc(S(=O)(=O)N2CCCC2)ccc1OCc1ccc(F)cc1	2.9	-29	-6	2.8	2	-10	-14	-7	-16
CN(CC(=O)Nc1ccccc1C(F)(F)F)C(=O)c1ccc2c(=O)n3c(nc2c1)CCC3	0.9	-10	-16	-0.1	3	-12	2	-4	11
NS(=O)(=O)c1ccc(NC(=O)CSc2ncnc3ccccc23)cc1	1.4	15	17	-0.1	5	11	-5	-5	-11
CCCc1nn(-c2cc(Cl)ccc2OC)c2c1C(=O)CCC2	0.3	3	20	0.3	-2	-9	-7	3	0
COc1ccc(NC(=O)COC(=O)c2ccc(-n3cnnn3)cc2)cc1Cl	1.9	1	4	2.3	16	7	-1	-6	4
COc1ccc(N2C(=O)C3CCCN3C2c2cccc(C)c2)cc1Cl (configuration not stated)	0.1	8	13	0.4	0	-24	-3	-8	-6

Grouped by structure: the entries above containing a nitro group on carbon (two)
SMILES	M1 ag parental	TAAR1 antag	CHO-K1 Ca PAM	V1aR counter	TAAR1 agonist	CHO parental Ca	M1 ag	OXTR potentiator	CHO-K1 Ca antag
Cc1ccc(OCC(=O)Nc2nc(C)c(Cl)cc2Cl)c([N+](=O)[O-])n1	0.6	-5	5	0.7	9	-8	1	-5	-14
CN(C)/C=N/c1nc(Sc2ccc(C(F)(F)F)cc2[N+](=O)[O-])n[nH]1	1.2	-7	21	-0.1	12	-21	-7	2	-13

Ordered by length of the SMILES (highest first): some entries from above
SMILES	M1 ag parental	TAAR1 antag	CHO-K1 Ca PAM	V1aR counter	TAAR1 agonist	CHO parental Ca	M1 ag	OXTR potentiator	CHO-K1 Ca antag
O=C(CNS(=O)(=O)c1ccccc1)OCC(=O)c1ccc(OC(=O)c2ccccc2)cc1	11	42	-4	13	13	-5	-1	-12	9
CN(C)/C=N/c1nc(Sc2ccc(C(F)(F)F)cc2[N+](=O)[O-])n[nH]1	1.2	-7	21	-0.1	12	-21	-7	2	-13
COc1ccc(NC(=O)COC(=O)c2ccc(-n3cnnn3)cc2)cc1Cl	1.9	1	4	2.3	16	7	-1	-6	4

Further results follow.
SMILES	M1 ag parental	TAAR1 antag	CHO-K1 Ca PAM	V1aR counter	TAAR1 agonist	CHO parental Ca	M1 ag	OXTR potentiator	CHO-K1 Ca antag
O=C1CC(C(=O)N2CCCc3ccccc32)CN1c1ccc(F)cc1 (configuration not stated)	4.5	6	-2	3.4	2	-14	-5	-1	-3
Cc1ccccc1NC(=O)Cc1nc(COC(=O)Cc2c(F)cccc2Cl)cs1	1.1	7	10	-0.3	-3	-27	-6	-6	-17
CC1CCN(C(=O)CSc2nnc(Cc3ccccc3)o2)CC1	0.5	-7	19	0.1	0	-20	-5	5	-9
C=CCN1C(=O)N/C(=C/c2ccccc2OCC(=O)Nc2ccc(F)cc2)C1=O	1.5	42	11	2.9	15	-2	-4	-9	2
O=C(/C=C/c1cccs1)Nc1ccc(N2CCOCC2)c(S(=O)(=O)Nc2ccccc2Cl)c1	0.0	18	-12	1.2	0	-13	-6	-8	13
CCOc1ccc(N(CC)C(=O)c2cn(CC)c(=O)c3cc(OC)c(OC)cc23)cc1	1.0	-7	-12	1.2	3	-18	-5	-12	12
COc1cccc(Cn2nnc(C(=O)NCCc3ccc(Cl)cc3)c2N)c1	1.5	20	10	4.4	3	-4	0	-8	7
COc1ccc2c(c1)sc(=N)n2C	0.9	-10	3	-0.6	1	-4	-7	-1	-16
CC(C)N=C1SCC(C)(/C=N/O)S1 (configuration not stated)	1.1	7	24	-0.8	1	-1	-6	-5	-9
CC(C)(C)C(=O)Nc1nnc(-c2ccncc2)o1	0.6	8	13	-0.1	3	-1	-3	-3	-4
CCOc1ccccc1CN1CCC(Oc2cccc(C(=O)NCCOC)c2)CC1	0.3	-19	12	-0.6	-1	-22	-11	-12	-8
O=C1CC2CCCN2C=C1I (configuration not stated)	0.7	-7	22	0.7	6	7	-9	-1	-12
C#CCN(C[C@H]1[C@H](OC(=O)NC2CCCC2)[C@H](OC(=O)NC2CCCC2)C[C@H]2C(=O)N(c3ccccc3)C(=O)[C@@H]12)S(=O)(=O)c1ccc(C)cc1	0.6	-4	-2	.	0	.	-8	.	-6
CCc1ccc2c(c1)C(=O)CCC2	0.1	-11	-19	.	0	.	-3	.	7
COc1ccc(CN2CCCN(C)CC2)c(OC)c1C	0.6	-14	6	0.1	1	-13	-7	-9	-3
COc1ccc(NC(=O)C2CC(c3cccc(Br)c3)=NO2)cc1OC (configuration not stated)	1.8	7	3	6.7	0	-4	-2	-15	-4
COc1ccc(CNC(=O)CN2CCN(c3ccccc3)CC2)cc1	-0.2	-13	11	0.6	10	-5	-2	-18	-3
CC1Cc2ccccc2N1c1ncnc2c1nnn2Cc1ccccc1 (configuration not stated)	0.3	13	23	1.0	7	0	-5	-4	-8
Nc1ncccc1OCc1ccc(Cl)c(Cl)c1	11	1	8	10	10	-9	-1	-18	-6
CC1CCCCC1NC(=O)CN1C(=O)COc2ccccc21 (configuration not stated)	0.4	-24	12	0.4	4	-5	0	-10	-12
COc1ccccc1CNC(=O)[C@@H]1CCCN1S(=O)(=O)c1ccc(Cl)cc1	2.3	-3	1	1.3	-1	-18	-6	0	-13
C/C(=N\NC(=O)c1cc(-c2ccc(Br)s2)[nH]n1)c1ccncc1	-0.1	25	-16	5.3	6	-15	0	-11	11
COc1ccc(CN(C)C(=O)CCCNC(=O)c2ccc(Cl)cc2)cc1	0.6	-3	3	-0.3	0	-12	-11	-4	-15
Cc1ccc(CNC(=O)COC(=O)c2ccc(S(=O)(=O)NCc3ccco3)cc2)cc1	2.9	1	6	2.1	4	0	-1	-7	-6
CC[C@]12C(=O)N(C)C[C@H]([C@@H]3C(=O)N(C)C(=O)[C@@H]31)N2C(=O)c1ccc(Br)cc1	0.2	5	-11	.	6	.	-2	.	1

Later entries.
SMILES	M1 ag parental	TAAR1 antag	CHO-K1 Ca PAM	V1aR counter	TAAR1 agonist	CHO parental Ca	M1 ag	OXTR potentiator	CHO-K1 Ca antag
COc1ccc(NC(=O)CSc2nnc3n2CCCCC3)cc1S(=O)(=O)N1CCOCC1	0.5	2	9	1.1	1	-8	-3	-9	-9
CCCNC(=O)C1(C)CCCN(C(=O)c2cccc(Cl)c2)C1 (configuration not stated)	0.2	-18	8	.	3	.	-4	.	-1
Cc1cccc(Nc2nc(C)cc(C)n2)c1	0.0	-28	10	.	-1	.	-8	.	0
CCSc1nnc(NC(=O)c2csc3c2CCC(C)C3)s1 (configuration not stated)	0.6	-4	24	0.5	5	2	-7	0	-10
CC(C)NC(=O)N(C)C[C@H]1Oc2ccc(NS(=O)(=O)c3ccccc3)cc2C(=O)N([C@H](C)CO)C[C@H]1C	0.1	4	20	1.9	4	-1	-1	4	-7
O=C1CCC[C@@H]2Cc3[nH]c4c(Cl)ccc(Cl)c4c3[C@@H]3CCN1[C@H]23	0.0	7	-6	1.3	4	-15	-5	-9	10
O=C(Nc1ccc(N2CCOCC2)cc1)C1CCN(S(=O)(=O)c2ccccc2F)CC1	4.4	-26	11	5.1	4	3	-1	-3	-7
COc1ccc(-c2ccc(SCC(=O)Nc3nccs3)nn2)cc1OC	4.4	40	-12	-0.6	12	-9	-1	-3	2
CN(C)c1cccc(Nc2ccc(-c3ccc(OC(F)(F)F)cc3)cn2)c1	0.1	-22	-5	.	0	.	-4	.	-8
O=C(NCC1CCCO1)c1cc2c(=O)[nH]c3ccccc3c2s1 (configuration not stated)	2.0	11	7	0.5	10	-8	-2	-11	-25
CCCCN(C)S(=O)(=O)c1c(C)[nH]c(=O)[nH]c1=O	0.7	-10	-5	0.1	4	-6	-4	-2	-25
Nc1cc(C(=O)O)c(N)c2c1C(=O)c1ccccc1C2=O	-0.4	.	-2	1.1	.	-3	-1	0	4
